Screening data: PubChem BioAssay, several laboratories
Ins promoter up: MIN6 insulin promoter up-regulation; AID 1625; MIN6 insulin promoter-GFP reporter, high-content imaging; hits give high values; 190,000 compounds, 0.3% hits; z-score at 5 µM;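 active means z-score above 3 at 5 µM with at least 500 cells counted in the well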
MT stabilize HCS: microtubule stabilizers in HeLa cells; HeLa tubulin immunostaining HCS, 24 h; share of cells brighter than vehicle mean+2SD; % tubulin-high responders, % at 10 µM; 200,000 compounds, 0.83% hits;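 active means plate Z-score above 3 for both tubulin-high and condensed-nucleus cell shares, with cell loss under 80%, at 10 µM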;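 further: anti alpha tubulin signal scored within the nucleus-defined area of each cell; some results filed as inactive read as strong as hits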
Salmonella PhoP GFP: PhoP-dependent GFP reporter repression – Salmonella Typhimurium, primary screen (AID 1863). 300,000 compounds, 0.16% hits. inhibition, % at 50 µM, or IC50 in µM where a hit was titrated. S. Typhimurium PhoP-regulated promoter GFP reporter, 4 h; higher % means a stronger effect;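 active means inhibition over 29.93%, a cutoff 3 SD above the screen mean, later confirmed by dose response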;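 further: 0% = low Mg2+ inducing control and 100% = high Mg2+ repressing control; strong numbers were not always called active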
b-catenin transl: modulators of beta-catenin nuclear translocation. nuclear translocation activity, % at 5 µM. HeLa beta-catenin nuclear translocation, immunofluorescence imaging. 190,000 compounds, 0.3% hits. AID 1665;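 active means nuclear translocation activity above 50% at 5 µM, with a well cell count of 50 or more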;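 further: per-cell ratio of nuclear to cytoplasmic median beta-catenin stain intensity; plate controls were DMSO negative control for no effect and GSK-3 inhibitor IX positive control for full effect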
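Read-out: Nuclear/cytoplasmic beta-catenin signal ratio, % activation | Assay system: Human HeLa cell line | Times: 24 h compound exposure at 37°C, 5% CO2 | Signal: Fluorescence imaging of beta-catenin antibody stain plus DAPI | Dosing: 5 µM primary, 0.02–20 µM confirmation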
Lipid droplet: modulators of hepatic lipid droplet formation. AML12 mouse hepatocytes, oleate lipid droplets, BODIPY imaging. inhibition, % at 6.5 µM. 240,000 compounds, 0.4% hits;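 active means lipid droplet intensity inhibited by at least 50%, with more than 500 cells counted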
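System: AML12 hepatocytes (mouse). Probe or stimulus: oleic acid at 100 µM to induce lipid droplet formation. Times: overnight treatment with compound plus oleate. Detection: Image-based BODIPY and DAPI two-channel analysis. Evaluation: percent inhibition of filter-corrected integrated lipid droplet intensity per well.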
T cell HTS: modulates CD8 T cell binding to vesicles | 2C CD8+ T cell-vesicle binding, flow cytometry; hits give low values | calls only at 7 µM | 330,000 compounds, 0.068% hits | AID 2052;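 active means response, share of CD8 T cells binding vesicles, and their 90th percentile fluorescence all below set limits, cut at about 80% in these data, passing the limit was not always enough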
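Assay system – 2C mouse CD8+ T cells · Also added – QL9-loaded Drosophila micro-vesicles · Timing – Cell–vesicle co-incubation 1.5 h at 37 °C, staining 20 min on ice · Signal – flow cytometry of vesicle-bound cells · Measure – percent CD8+ FL2 mean versus row control · Controls – Peptide-free naked vesicles (low) and QL9 vesicles with 0.7% DMSO vehicle (high)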
Autophagy mod: modulators of autophagy; MEF GFP-LC3 puncta imaging; test concentration mostly 10 µM; calls only at 10 µM (by protocol); 190,000 compounds, 0.98% hits; AID 463193;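 active means percentage of spot-positive cells more than 3 SD above its plate mean, without a fluorescence outlier flag or 80% toxicity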;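 further: spot-positive cell cutoff set from DMSO-treated cells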
CSM14.1 death rescue: protection against thapsigargin-triggered cell killing – 384-well, CSM14.1, ATP luminescence, primary screen (AID 1222). CSM14.1 thapsigargin-induced death rescue, ATP luminescence; higher % means a stronger effect. 190,000 tested, under 10 active. cellular ATP content (survival), % at 20 µM; hits with a dose series show EC50 in µM;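 active means EC50 below 50 µM in the dose-response confirmation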;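 further: death triggered by thapsigargin at about 15 µM added after 2 h compound pretreatment; cell ATP read after overnight thapsigargin exposure of roughly 18 to 22 hours; normalized against plate controls of thapsigargin alone and 5% DMSO vehicle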
Dynein cargo inh: dynein cargo transport inhibition; AID 1381; 220,000 compounds, 0.47% hits; 3617.4 mouse cells, GR-EGFP nuclear translocation imaging; test concentration mostly 20 µM; stimulated with dexamethasone, 1 µM; hits give low values; z-score, hits read low;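 active means plate z-score of nuclear minus cytoplasmic receptor signal below a set negative limit, without overly bright fluorescence or cell loss, cut at about -3.5 in these data, passing the limit was not always enough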;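 further: z-score of nuclear minus cytoplasmic ring GR-EGFP intensity difference per well; some compounds called inactive have numbers as strong as hits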
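Buffer or medium: tet-free, stripped-serum medium; Also added: dexamethasone, 1.0 µM final; Technique: high-content fluorescence imaging after fixation; Times: 48 h induction, 1 h compound, 30 min dex at 37 °C; Read-out: per-cell GR-EGFP intensity, nucleus versus surrounding cytoplasmic ring, well-averaged.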
Dynein cargo inh cytoplasmic EGFP: further read-out of Dynein cargo inh, marked with its call; z-score; measured here: cytoplasmic GR-EGFP intensity; hits give high values
Dynein cargo inh nuclear GR-EGFP: further read-out of Dynein cargo inh, marked with its call; z-score; measured here: nuclear GR-EGFP intensity;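 lower value marks the stronger effect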
Dynein cargo inh cell count: also measured in Dynein cargo inh; calls as there; z-score; measured here: cell count per field
Ins promoter up cell count: further read-out of Ins promoter up, marked with its call; cell count; measured here: cytotoxicity, nuclei count;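 total cells summed across four imaged fields per well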
Lipid droplet cells 6.5 µM: also measured in Lipid droplet; calls as there; cell count; measured here: cell count, cytotoxicity flag;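 cells counted across two imaged fields per well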
b-catenin transl cell count 5 µM: second read-out of b-catenin transl, no call of its own (marks repeat the call); cell count; measured here: cell count, cytotoxicity flag
T cell HTS vesicle-bound %: second read-out of T cell HTS, no call of its own (marks repeat the call); double positive events, %; measured here: CD8+ vesicle-bound cell fraction;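 binding gate set so that unloaded-vesicle control wells show 10% double positive cells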
MT stabilize HCS Hoechst-high %: recorded beside MT stabilize HCS, whose call it bears; % Hoechst-high responders; measured here: nuclear condensation Hoechst responders;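 share of cells brighter than vehicle mean plus two SD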
MT stabilize HCS cytotoxicity %: second read-out of MT stabilize HCS, no call of its own (marks repeat the call); toxicity, %; measured here: cytotoxicity by cell density;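 0% = mean cell density of plate MIN control wells and 100% = no cells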
Autophagy mod cell loss 18 h: second read-out of Autophagy mod, no call of its own (marks repeat the call); toxicity, %; measured here: cell loss, nuclei count;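 cell loss after 18 h compound exposure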
* marks the source's active call; other numbers are inactive results; i = inactive; · = no result given.

The opening 2 records as a preview:
SMILES	Ins promoter up	Ins promoter up cell count	MT stabilize HCS	MT stabilize HCS Hoechst-high %	MT stabilize HCS cytotoxicity %	Salmonella PhoP GFP	b-catenin transl	b-catenin transl cell count 5 µM	Lipid droplet	Lipid droplet cells 6.5 µM	T cell HTS	T cell HTS vesicle-bound %	Autophagy mod	Autophagy mod cell loss 18 h	CSM14.1 death rescue	Dynein cargo inh	Dynein cargo inh cytoplasmic EGFP	Dynein cargo inh nuclear GR-EGFP	Dynein cargo inh cell count
CCCCCCC(=O)Nc1nc(C)c(-c2csc(Nc3cc(Cl)ccc3OC)n2)s1	-0.68	1540	2.1	1.7	1.2	-1%	0.4	1107	·	·	i	26	i	12	-0.6%	-0.05	-0.22	0.26	0.21
CCOC(=O)N1CCN=C1SCc1ccc(Cl)c(Cl)c1	-1.4	1500	3.2	1.8	8.6	0%	-0.5	1079	9	711	i	43	i	-4	2.1%	0.015	-0.1	-0.21	0.21

The list itself, repeating the preview:
SMILES	Ins promoter up	Ins promoter up cell count	MT stabilize HCS	MT stabilize HCS Hoechst-high %	MT stabilize HCS cytotoxicity %	Salmonella PhoP GFP	b-catenin transl	b-catenin transl cell count 5 µM	Lipid droplet	Lipid droplet cells 6.5 µM	T cell HTS	T cell HTS vesicle-bound %	Autophagy mod	Autophagy mod cell loss 18 h	CSM14.1 death rescue	Dynein cargo inh	Dynein cargo inh cytoplasmic EGFP	Dynein cargo inh nuclear GR-EGFP	Dynein cargo inh cell count
CCCCCCC(=O)Nc1nc(C)c(-c2csc(Nc3cc(Cl)ccc3OC)n2)s1	-0.68	1540	2.1	1.7	1.2	-1%	0.4	1107	·	·	i	26	i	12	-0.6%	-0.05	-0.22	0.26	0.21
CCOC(=O)N1CCN=C1SCc1ccc(Cl)c(Cl)c1	-1.4	1500	3.2	1.8	8.6	0%	-0.5	1079	9	711	i	43	i	-4	2.1%	0.015	-0.1	-0.21	0.21
Cc1ccc(S(=O)(=O)NC(C(=O)Oc2cc3oc(=O)cc(C)c3cc2Cl)C(C)C)cc1 (stereo unspecified)	-0.03	1574	3.2	1.3	12	6%	-0.8	1033	-1	718	i	51	i	-6	0.1%	-0.78	-0.082	-0.39	-0.01
Cc1onc(-c2ccccc2)c1C(=O)Nc1ccc2c(c1)OCO2	0.66	1346	4.1	2.5	5.1	8%	-4.4	968	·	·	i	31	i	9	-0.3%	0.12	-0.065	0.6	-0.65
CCc1ccccc1NC(=O)c1nnn(CC(=O)Nc2ccccc2C)c1N	·	·	5.8	3.5	5.7	4%	·	·	·	·	i	25	i	8	0.8%	0.013	-0.062	0.1	0.2
CCC1=Nc2cc(C(=O)O)ccc2Sc2ccccc21	-0.03	1304	2.0	3.2	2.4	-4%	-1.8	560	0	710	i	35	i	4	-1.9%	-0.095	-0.13	0.86	0.079
O=S(=O)(NCC1CCCO1)c1ccc(S(=O)(=O)N(Cc2ccc(F)cc2)Cc2ccccn2)cc1 (stereo unspecified)	·	·	5.3	1.7	14	-4%	-1.6	946	0	616	i	26	i	10	-1.7%	-0.57	-0.29	-0.41	0.49
Cn1c(NC(=O)c2ccco2)c(-c2ccccc2Cl)c(=O)c2ccccc21	0.56	1345	6.7	4.7	3.5	-2%	-2.8	1003	·	·	i	37	i	15	10%	-1.5	3.7	0.1	0.29
O=C(O)CSCC(=O)Nc1ccccc1	·	·	3.4	2.4	4.3	·	·	·	·	·	i	42	i	-7	·	1.2	-0.23	0.31	0.58
Cc1cc(C)nc(NC(=O)c2ccc(Cl)c(Cl)c2)n1	0.83	802	1.7	3.1	2.8	-4%	·	·	-13	730	i	32	i	-4	-0.6%	-0.37	-0.16	-0.19	1
CC(C)c1ccc(NC(=S)NN2CCN(C)CC2)cc1	-0.28	1710	6.6	2.0	9.9	3%	0.4	972	-19	646	i	18	i	9	-1.1%	-0.51	-0.23	-0.1	0.48
COc1ccc(C(=O)n2nnc3ccccc32)cc1OC	-0.05	1343	2.0	2.0	2.9	-8%	-1.5	613	1	725	i	45	i	15	-0.8%	-1.1	-0.055	0.12	0.28
COc1ccccc1-c1nnc(NC(=O)c2ccccc2F)o1	0.03	958	6.2	1.3	6.8	3%	·	·	·	·	i	29	i	-28	-0.8%	0.65	-0.035	0.49	-0.98
O=C(NCc1ccccn1)C(=O)NCC(c1ccco1)N1CCN(c2ccc(F)cc2)CC1 (stereo unspecified)	·	·	1.5	2.5	7.0	0%	0.6	983	-11	751	i	48	i	6	2.8%	-1.6	-0.33	-0.19	1.3
COc1ccc(OCC(O)Cn2c(Br)nc3c2c(=O)[nH]c(=O)n3C)cc1 (stereo unspecified)	-0.06	1920	6.3	3.2	2.7	-6%	-0.4	1037	-7	661	i	9	i	3	-3.2%	-0.59	-0.22	-0.059	-0.34
CC(=O)c1ccc(N2CCN(C(=O)CN(C)S(=O)(=O)c3cnc[nH]3)CC2)cc1	-0.04	1111	3.2	1.6	0.5	-1%	-0.2	1147	-8	719	i	7	i	-33	-0.8%	0.19	-0.28	0.0041	0.092
COc1cccc(C2C(C(C)=O)=C(O)C(=O)N2CCc2c[nH]c3ccccc23)c1 (stereo unspecified)	0.59	1525	2.1	1.7	2.4	-5%	0.6	1399	·	·	i	55	i	6	-1.0%	-1.2	-0.24	-1.1	0.64
CSc1nc2ccc(NC(=O)c3ccc(Cl)s3)cc2s1	-0.71	1459	4.1	1.0	7.0	-5%	-0.9	1137	-25	652	i	38	i	-12	0.1%	-1.7	1.9	-0.46	1.1
C=CC(=O)N1c2ccccc2Sc2ccc(NC(=O)OCC)cc21	·	·	3.6	2.0	7.8	8%	·	·	·	·	i	8	i	-6	·	-2.7	0.29	-1.5	0.96
CCNc1nc(=S)nc(NCc2ccccc2)[nH]1	-0.02	1345	3.1	2.8	6.4	-1%	-2.5	1104	-1	701	i	24	i	12	0.2%	-0.96	-0.21	-0.46	0.9
Cc1cc(NC(=O)C(C)C)ncc1NC(=O)c1ccccn1	0.12	1524	2.8	1.6	8.2	-5%	-0.2	1462	20	637	i	58	i	-10	-0.5%	-0.42	-0.25	-0.13	-0.14
CCCCSc1nnc(CCC)n1N	0.05	1229	2.3	1.9	0.6	6%	1.8	1209	3	738	i	40	i	-2	-0.5%	0.032	0.097	-0.59	0.041
O=C(CN1C(=O)S/C(=C/c2cccs2)C1=O)N1CCOCC1	-0.45	1019	2.6	1.5	5.0	-5%	-4.0	1260	-4	753	i	60	i	-6	-3.6%	0.23	0.072	0.56	-0.024
Cc1cccc(CS(=O)(=O)Cc2ccc(C(=O)O)o2)c1	0.42	1228	3.8	1.9	7.4	-8%	-0.5	974	3	775	i	42	i	6	-3.7%	-0.72	-0.23	0.12	0.69
CCOC(=O)c1c(C)c(C(=O)OCC)n(C)c1C	-0.34	1443	·	·	·	-5%	-4.8	1134	2	703	i	25	·	·	·	0.3	-0.2	0.1	-0.27
Cc1cc(Cl)c(S(=O)(=O)Nc2ccc3c(c2)OCCO3)cc1OCC(N)=O	·	·	8.2	0.8	69	-2%	0.8	1074	-2	677	i	32	i	-3	-2.5%	1.4	-0.3	1.1	0.65
CCO/C=C/C(O)(CNC(=O)COc1ccccc1F)C(F)(F)F (stereo unspecified)	-0.54	1336	1.5	1.6	5.4	0%	-0.4	1169	·	·	i	31	i	3	1.6%	-0.54	-0.2	-0.37	0.58
CC(=O)NNc1ccc(C(F)(F)F)cc1[N+](=O)[O-]	0.45	1093	3.2	1.6	6.0	9%	5.4	947	-1	755	i	37	i	-2	0.2%	-0.1	-0.24	-0.029	0.77
COc1cc(N2CCCC2)c(OC)cc1C=O	-0.4	1476	1.6	1.7	3.9	-2%	-0.6	1061	-2	598	i	12	i	40	2.9%	0.66	-0.22	0.62	0.29
COc1ccc(NC(=O)c2cc3c([nH]c4ccccc43)c(C)n2)cc1	-0.26	1173	3.7	2.8	10	-15%	9.2	493	5	593	i	50	i	1	-0.2%	-0.25	-0.26	-0.2	-0.37
Cc1cccc2cc(COC(=O)C3CCCO3)c(=O)[nH]c12 (stereo unspecified)	0.82	875	2.5	1.7	6.7	0%	-4.2	1204	·	·	i	21	i	6	-0.9%	-0.91	-0.47	-0.42	0.43
O=C(CSc1ncnc2c1oc1ccccc12)N1CCN(c2ccccc2)CC1	·	·	2.0	1.9	3.7	·	·	·	·	·	i	17	i	5	·	1.1	-0.042	0.44	0.18
Cc1ccc(CNC(=S)N2CCOCC2)cc1	-0.12	1624	2.3	2.0	3.6	-5%	-1.1	1055	-17	644	i	24	i	-2	-1.8%	-0.64	-0.38	-0.25	1.5
CN(CC(=O)Nc1ccc2c(c1)OCCO2)S(=O)(=O)c1ccc(Br)s1	-0.3	848	2.2	2.0	4.8	-9%	-4.7	1100	0	830	i	31	i	10	-0.2%	-0.49	-0.16	0.044	0.58

No enrichment for hits (roughly 3% active in at least one column).
